NCOA2 inhibitor = inhibits human steroid receptor coactivator 2; HEK293 GAL4-SRC2 luciferase reporter, luminescence; inhibition, % at 9 µM; actives 0.17% (n = 370,000); AID 651957;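 active means inhibition above the mean inhibition of all tested compounds plus 3 SD, set per campaign, cut at about 52% in these data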;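 further: 0% = DMSO treated cells and 100% = cells given Gossypol at 36 µM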
NR5A2 inv ag = inverse agonists of human LRH-1 (NR5A2); O00482; actives 0.13% (n = 360,000); inhibition, % at 3.6 µM; HEK293T StAR-luciferase reporter, LRH-1 transfected, 24 h;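 active means inhibition above the mean inhibition of all tested compounds plus 3 SD, cut at about 73% in these data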;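 further: 0% = DMSO wells and 100% = reporter-only cells lacking LRH-1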
SRC3 inh = inhibitors of human steroid receptor coactivator 3 (SRC3); Q9Y6Q9; HEK293 GAL4-SRC3 luciferase reporter, luminescence; inhibition, % at 3.6 µM; actives 0.17% (n = 360,000); AID 588352;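 active means inhibition above a per-campaign cutoff, the mean of all compounds plus 3 SD, cut at about 60% in these data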;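 further: 0% = DMSO-treated cells and 100% = gossypol-treated cells at 36 µM; higher means less SRC3-driven luciferase light from the GAL4 reporter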
Target sequence (Q9Y6Q9 whole entry, looked up, the tested form may be a part): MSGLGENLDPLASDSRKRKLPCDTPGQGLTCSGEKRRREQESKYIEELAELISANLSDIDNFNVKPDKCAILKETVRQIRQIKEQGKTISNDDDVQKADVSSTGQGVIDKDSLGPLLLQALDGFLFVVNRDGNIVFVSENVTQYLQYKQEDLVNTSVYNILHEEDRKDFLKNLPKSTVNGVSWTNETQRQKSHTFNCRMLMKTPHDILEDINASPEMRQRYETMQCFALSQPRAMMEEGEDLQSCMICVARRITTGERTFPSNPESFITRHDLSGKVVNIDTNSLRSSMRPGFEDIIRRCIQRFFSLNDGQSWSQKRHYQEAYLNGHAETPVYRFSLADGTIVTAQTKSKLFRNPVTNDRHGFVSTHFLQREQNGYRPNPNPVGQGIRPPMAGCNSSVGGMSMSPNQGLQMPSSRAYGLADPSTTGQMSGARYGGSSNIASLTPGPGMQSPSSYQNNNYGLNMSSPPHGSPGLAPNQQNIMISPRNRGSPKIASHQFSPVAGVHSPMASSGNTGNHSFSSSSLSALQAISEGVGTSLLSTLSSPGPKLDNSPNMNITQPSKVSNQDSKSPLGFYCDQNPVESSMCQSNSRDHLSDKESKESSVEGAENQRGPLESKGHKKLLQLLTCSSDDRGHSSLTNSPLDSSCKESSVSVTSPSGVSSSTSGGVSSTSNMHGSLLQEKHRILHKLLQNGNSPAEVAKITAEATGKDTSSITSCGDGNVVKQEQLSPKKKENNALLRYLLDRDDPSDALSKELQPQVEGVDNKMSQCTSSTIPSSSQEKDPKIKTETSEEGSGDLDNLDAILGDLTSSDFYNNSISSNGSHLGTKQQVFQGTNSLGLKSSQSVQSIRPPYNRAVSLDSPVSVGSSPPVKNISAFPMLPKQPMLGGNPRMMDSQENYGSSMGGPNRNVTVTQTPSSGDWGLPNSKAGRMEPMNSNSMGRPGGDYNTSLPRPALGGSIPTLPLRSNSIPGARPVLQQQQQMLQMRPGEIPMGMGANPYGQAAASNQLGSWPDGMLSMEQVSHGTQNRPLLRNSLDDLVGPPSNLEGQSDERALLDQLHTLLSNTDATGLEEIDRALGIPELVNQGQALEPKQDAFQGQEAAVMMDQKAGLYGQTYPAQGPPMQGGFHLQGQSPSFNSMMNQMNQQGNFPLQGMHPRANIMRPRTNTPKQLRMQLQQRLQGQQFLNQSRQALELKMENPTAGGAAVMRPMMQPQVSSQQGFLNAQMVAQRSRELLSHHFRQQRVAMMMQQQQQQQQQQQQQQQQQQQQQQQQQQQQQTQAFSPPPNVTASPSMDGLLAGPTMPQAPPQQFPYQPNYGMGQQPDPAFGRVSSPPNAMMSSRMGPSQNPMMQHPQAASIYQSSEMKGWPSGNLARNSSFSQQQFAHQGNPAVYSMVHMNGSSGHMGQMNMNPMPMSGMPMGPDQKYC
MC4R antag cAMP = blocks human MC4R cAMP signaling. AID 540295. inhibition, % at 6.5 µM. MC4R-expressing cells, MTII-stimulated cAMP, LANCE TR-FRET. P32245. actives 0.48% (n = 360,000);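 active means inhibition above its plate's cutoff, the mean of tested wells on that plate plus 3 SD, cut at about 29% in these data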;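 further: 0% = Melanotan II alone and 100% = Melanotan II plus saturating MCL0020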
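Assay system: U2OS cells stably expressing human melanocortin 4 receptor (MC4R) / Dosing: 6.5 µM / Timing: compound 30 min, challenge 1 h, detection 1 h / Measured by: Eu-cAMP/anti-cAMP TR-FRET, emission 671 nm / Replicates: singlicate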
NOD2 RIPK2 PPI = blocks binding of human NOD2 to RIPK2; O43353; CHO BLA complementation NOD2-RIPK2, CCF4 ratio; actives 0.38% (n = 360,000); inhibition, % at 4.98 µM; in the data active means inhibition above about 21%;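 further: 0% = vehicle only and 100% = reference blocker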
NCOA1 inh = inhibits human SRC1 coactivator. AID 588354. Q15788. HEK293 GAL4-SRC1 luciferase reporter, luminescence. actives 0.12% (n = 360,000). inhibition, % at 3.6 µM;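 active means inhibition above the campaign mean plus 3 SD, with each screening campaign given its own cutoff, cut at about 60% in these data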;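 further: 0% = DMSO treated cells and 100% = gossypol at 36 µM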
LMP1 NFkB inh = reduces LMP1-driven NF-kappaB luciferase signal. AID 504558. LMP1-induced NF-kappaB luciferase reporter cells, luminescence. inhibition, % at 12.5 µM. actives 0.69% (n = 350,000); in the data active means inhibition above about 41%;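 further: 0% = neutral control wells and 100% = reference inhibitor control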
MC4R barr agon = agonists of human melanocortin 4 receptor (MC4R) beta-arrestin; P32245; U2OS MC4R beta-arrestin complementation, luminescence; percent of melanotan II response, DMSO zero; activation, % at 8.9 µM; actives 0.98% (n = 360,000);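 active means activation above a per-plate cutoff, the mean activation of sample wells on that plate plus 3 SD, cut at about 8% in these data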
ABHD5-PLIN5 inh = inhibitors of human ABHD5-perilipin-5 interaction; Q00G26+Q8WTS1; Split G. princeps luciferase complementation, luminescence, 4 h; inhibition, % at 4 µM; actives 0.78% (n = 360,000); AID 602281;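 active means inhibition above the mean inhibition across every tested compound plus 3 SD, cut at about 22% in these data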;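 further: 0% = DMSO only wells and the 100% control is not disclosed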
TLR9-MyD88 inh = TLR9-MyD88 interaction inhibition; Q9NR96+Q99836; CHO BLA complementation TLR9-MyD88, CCF4 FRET ratio; inhibition, % at 4.98 µM; actives 0.21% (n = 340,000);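 active means inhibition above the mean over all tested compounds plus 3 SD, cut at about 21% in these data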;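 further: 0% = DMSO only wells and 100% = clavulanate BLA inhibitor control wells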
NR2F2 inh = blocks human COUP-TFII nuclear receptor | HEK293T NGFI-A luciferase reporter, luminescence | inhibition, % at 8.6 µM | actives 0.7% (n = 370,000);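 active means inhibition above a per-plate cutoff, mean inhibition of test wells between control levels plus 3 SD, cut at about 38% in these data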;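 further: cells cotransfected with COUP-TFII expression vector driving the NGFI-A reporter; 0% = median of COUP-TF2 test wells and 100% = reporter-only cells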
Numbers without * were called inactive; x = no result given. Not all compounds are listed; the hit share may differ from the screen's.

No.	NCOA2 inhibitor	NR5A2 inv ag	SRC3 inh	MC4R antag cAMP	NOD2 RIPK2 PPI	NCOA1 inh	LMP1 NFkB inh	MC4R barr agon	ABHD5-PLIN5 inh	TLR9-MyD88 inh	NR2F2 inh	compound
1	11	-35	-8	-2	-8	-31	-3	-3.4	9	10	-27	Cc1ccc(C)c2c1cc(C)c1nnc(SCc3ccccn3)n12
2	3	-15	-1	0	-2	1	4	-0.7	6	3	13	Cc1nn2c(=O)cc(COC(=O)c3ccc(S(=O)(=O)N4CCCCC4)cc3)nc2s1
3	-9	-17	-7	5	6	2	-22	2.3	-8	-5	0	O=C(COC(=O)COc1ccccc1Cl)Nc1ccccc1OC(F)F
4	10	15	19	4	-2	11	10	3.2	-28	-1	18	CCOC(=O)CC1=CC(C)(CC(=O)OCC)C(C#N)(C#N)C(N)=C1C#N (stereo not given)
5	5	38	3	9	8	-3	-5	-1.6	0	-1	20	Cc1ccc(NC(=O)c2ccc([N+](=O)[O-])s2)cc1S(=O)(=O)N1CCOCC1
6	-14	-1	-4	5	9	-37	3	-1.6	-9	-4	-9	O=C(O)c1ccccc1NCc1ccsc1
7	6	-22	3	1	-1	-4	x	1.7	6	x	4	OC(c1ccccc1)c1ncc(-c2cccc(OCc3ccccc3)c2)[nH]1 (stereo not given)
8	-20	7	-3	10	7	-9	-4	-2.3	12	0	-4	Cc1ccc(S(=O)(=O)N2CCCCC2)cc1NC(=O)Cn1cnc2c1c(=O)n(C)c(=O)n2C
9	-40	-11	-4	1	-5	-3	-11	0.3	-6	7	-6	CCN(CC)CCCn1c(=S)[nH]c2cc(OC)c(OC)cc2c1=O
10	3	-1	-1	10	-5	-5	5	-2.2	1	10	8	O=C1CN(C(=O)COc2ccc(Br)cc2)c2ccccc2N1
11	-25	18	-11	4	-12	7	-8	0.8	10	4	-16	Cc1nnc2sc(SCc3cccc(Cl)c3)nn2c1=O
12	-5	-3	8	4	-7	-16	1	-1.5	-4	2	-3	COc1ccc(C(=O)NCc2cccnc2)cc1S(=O)(=O)N1CCOCC1
13	18	5	-14	23	-1	-16	-2	-0.1	-5	1	6	CCN(CC)S(=O)(=O)c1ccc(C(=O)Oc2cc(C)[nH]c(=O)c2[N+](=O)[O-])cc1
14	-15	-1	1	-2	7	-13	1	-1.8	-10	8	10	S=C(NCc1ccccc1Cl)NC1CCCC1
15	-33	-27	-18	3	1	-28	-15	-0.2	2	1	-11	COc1cccc(C(=O)Nc2ccc(N3CCN(S(C)(=O)=O)CC3)cc2)c1
16	-20	-10	8	8	-7	-14	-27	0.9	7	6	-4	CC1=N/C(=C/c2ccc([N+](=O)[O-])cc2)C(=O)N1c1ccc(Cl)cc1Cl
17	-39	-24	-4	-4	-10	-3	-13	0.0	-1	-12	2	O=C(Nc1ccc2c(c1)OCO2)C1CCCCN1S(=O)(=O)c1ccccc1 (stereo not given)
18	-11	-20	-17	-1	6	-18	0	-0.7	1	6	-7	CC(CC(=O)OCC(=O)NCc1ccc(Cl)cc1)c1ccccc1 (stereo not given)
19	-4	-28	-10	10	-13	-8	2	-1.6	-4	4	8	N#CC(CC(=O)OCc1ccccc1)NC(=O)OCc1ccccc1 (stereo not given)
20	x	14	11	6	-10	-2	-9	0.1	7	7	x	CCOC(=O)N1CCN(C(=O)c2ccc3c(SCC(=O)O)c4c(nc3c2)CCCC4)CC1
21	-9	2	2	-2	-11	1	25	-1.3	2	-4	-30	CCN(CC)CCCN1CC(O)=C(c2nc3ccccc3s2)C1=N
22	-12	5	-9	-1	-1	-20	-5	-1.7	-1	10	2	O=C(CCC1CC(=O)Nc2ccccc21)NCc1ccccc1 (stereo not given)
23	-20	6	-1	4	-3	-6	-2	-0.6	9	-5	-10	COC(=O)c1cccc(NC(=O)c2ccco2)c1
24	-18	-8	10	8	-3	4	6	-0.2	3	2	0	CC(=O)c1c(C)[nH]c(C(=O)CN2CCN(S(=O)(=O)c3ccc(C(C)C)cc3)CC2)c1C
25	0	0	-40	0	-7	0	-2	-0.3	-2	-5	-6	N=C(N)c1ccc(N)cc1
26	-36	-92	-50	1	-5	-89	-11	-0.6	-4	-10	-29	O=C(NCCc1ccccc1)C1=COCCO1
27	-12	-40	-12	2	3	-26	3	-1.8	-2	6	-8	Cc1ccc(SCCC(=O)N(C)C)cc1
28	-9	12	x	x	-16	x	x	x	12	x	-19	COc1ccc(CCN2C(=O)COc3ccccc3C2C(=O)NC(C)(C)C)cc1OC (stereo not given)
29	-69	-33	-4	6	-5	-7	10	-2.6	4	2	-46	Cc1nc(C)n(CC(=O)N2CCCC(C(=O)c3cccc4ccccc34)C2)n1 (stereo not given)
30	2	7	-2	-3	6	0	7	-1.2	-7	0	-22	Nc1cc(=O)[nH]c(SCCSc2ccccc2)n1
31	7	3	13	1	-1	-10	8	-1.1	0	-1	2	O=c1c2[nH]c3ccc(Br)cc3c2ncn1CCCn1ccnc1
32	-18	3	9	8	-4	-14	6	-0.6	5	2	-6	C=CC[C@H](CC(=O)NCCO)C(=O)N[C@@H](COC(=O)[C@@H](CC=C)CC(=O)OC(C)(C)C)Cc1c[nH]c2ccccc12
33	-2	14	11	9	-7	6	-4	0.0	-1	6	-4	COc1ccc(-n2nc(C(=O)NCC(=O)NCCCN3CCN(C)CC3)c3ccccc3c2=O)cc1OC
34	7	8	4	21	0	8	6	3.0	-3	-9	-22	Cc1cccc(NC(=O)c2nc[nH]c2C(=O)NCC(=O)OCc2ccccc2)c1
35	-12	2	4	10	-16	12	x	2.5	-1	x	12	O=C(CC(CC(=O)c1ccc(Br)cc1)c1cccnc1)c1ccc(Br)cc1
36	4	11	3	13	0	5	-4	-1.6	-5	-7	-1	CN(Cc1ccccc1)S(=O)(=O)c1ccc2[nH]cc(C(=O)NCC3CCCO3)c(=O)c2c1 (stereo not given)
37	-24	5	13	7	-5	-3	2	2.9	4	8	-16	CS(=O)(=O)N1CCN(c2ncnc3c2cnn3-c2ccccc2)CC1
38	x	-16	-5	7	2	-5	0	-1.7	0	10	x	COc1ccc(Cl)cc1S(=O)(=O)n1ccnc1C(C)C
39	-24	8	20	6	3	9	10	-2.8	-4	-2	-15	COc1ccc(OC)c(-c2cc(C(=O)Nc3c(C)nn(Cc4ccccc4Cl)c3C)no2)c1
40	-22	-13	-3	4	-16	7	1	2.4	-4	-9	-10	COc1ccc(CC(=O)NC(C)c2nnc(SCc3nc4ccccc4c(=O)[nH]3)n2C)cc1 (stereo not given)
41	8	-12	x	x	-11	x	x	x	1	x	-3	CCOC1=C2CN(S(=O)(=O)c3ccc(C)cc3)C(c3ccccc3)CC2N(S(=O)(=O)c2ccccc2Cl)C(c2ccccc2)C1 (stereo not given)
42	-29	-84	-48	5	8	-31	-18	-3.5	-5	0	-35	Cc1cccc(CC(C)NC(=O)c2cc(COc3ccc(C)c(C)c3)on2)n1 (stereo not given)
43	3	-4	10	x	-3	5	x	x	-47	x	1	O=C(Nc1c(-c2ccc(Cl)cc2)[nH][nH]c1=O)c1ccc(Br)cc1
44	0	1	-3	4	-3	0	-4	-0.7	-2	2	-6	CN(C)c1ccc(C(=O)OCC(=O)NCCCc2ccccc2)cc1
45	-5	5	10	17	-20	-8	5	-0.7	1	8	-1	O=C(COC(=O)CNC(=O)c1ccc(Cl)cc1Cl)NC1CC1
46	-25	-19	-19	11	-4	-9	-8	7.0	6	-5	-18	COc1nc(Nc2cccc(C(F)(F)F)c2)nc(OC)n1
47	0	-6	13	20	-10	-3	-1	-1.7	0	-3	7	C=CCn1c(N)cc(=O)nc1SCC(=O)Nc1cccc2ccccc12

Exported screen by screen: part of the list above.
1	Cc1ccc(C)c2c1cc(C)c1nnc(SCc3ccccn3)n12
2	Cc1nn2c(=O)cc(COC(=O)c3ccc(S(=O)(=O)N4CCCCC4)cc3)nc2s1
3	O=C(COC(=O)COc1ccccc1Cl)Nc1ccccc1OC(F)F
4	CCOC(=O)CC1=CC(C)(CC(=O)OCC)C(C#N)(C#N)C(N)=C1C#N (stereo not given)
5	Cc1ccc(NC(=O)c2ccc([N+](=O)[O-])s2)cc1S(=O)(=O)N1CCOCC1
6	O=C(O)c1ccccc1NCc1ccsc1
7	OC(c1ccccc1)c1ncc(-c2cccc(OCc3ccccc3)c2)[nH]1 (stereo not given)
8	Cc1ccc(S(=O)(=O)N2CCCCC2)cc1NC(=O)Cn1cnc2c1c(=O)n(C)c(=O)n2C

compound no.,1,2,3,4,5,6,7,8
NCOA2 inhibitor,11,3,-9,10,5,-14,6,-20
NR5A2 inv ag,-35,-15,-17,15,38,-1,-22,7
SRC3 inh,-8,-1,-7,19,3,-4,3,-3
MC4R antag cAMP,-2,0,5,4,9,5,1,10
NOD2 RIPK2 PPI,-8,-2,6,-2,8,9,-1,7
NCOA1 inh,-31,1,2,11,-3,-37,-4,-9
LMP1 NFkB inh,-3,4,-22,10,-5,3,x,-4
MC4R barr agon,-3.4,-0.7,2.3,3.2,-1.6,-1.6,1.7,-2.3
ABHD5-PLIN5 inh,9,6,-8,-28,0,-9,6,12
TLR9-MyD88 inh,10,3,-5,-1,-1,-4,x,0
NR2F2 inh,-27,13,0,18,20,-9,4,-4

Bioassay records (PubChem)
